Screening data (PubChem)
Tb PGK inh: qHTS Assay to Find Inhibitors of Phosphoglycerate Kinase. Phosphoglycerate kinase, glycosomal (Trypanosoma brucei brucei), P07378. PGK/GAPDH coupled, Kinase-Glo luminescence, 60 min. Potency, µM (titrated, usually from 57.5 µM), for the others: at the top dose activity change, negative = inhibition, usual class: inhibitors. 0.043% of 380,000 active. AID 602233, 2012; note: potency is the fitted concentration of half-maximal effect; % is set by controls: 0 for no effect and ±100 for the full control effect; nearly all actives have a fitted effect of over 60% in size
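Recombinant glycosomal PGK reaction used 1,3-bisphosphoglycerate generated in-well by GAPDH (100nM final) in 100mM TEA pH 7.6, 5mM MgCl2, 0.01% Tween-20. After 60 minutes at room temperature, ATP was read by Kinase-Glo Plus luminescence end-point.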
Anesthetic bind: qHTS Assay for Identification of Novel General Anesthetics; Ferritin light chain (Equus caballus), P02791; apoferritin/1-aminoanthracene competitive binding, fluorescence; Potency, µM (top dose mostly 77.5 µM), for the others: top-dose activity change, negative = displacement, actives largely listed as inhibitors; 0.074% of 350,000 active; AID 485281, 2010; note: potency is the fitted concentration of half-maximal effect; % is set by controls: 0 for no effect and ±100 for the full control effect; nearly all actives have a fitted effect of over 20% in size
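Steps: apoferritin (10 uM) was premixed with half-saturated 1-AMA in PBS, compounds were pin-transferred, plates stood 10 min at room temperature, fluorescence was read at 380/535 nm, and curves were fitted with a Hill equation.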
Pol kappa inh: qHTS for Inhibitors of Polymerase Kappa. 0.53% of 400,000 active. DNA polymerase kappa (Homo sapiens), Q9UBT6. Potency, µM (top dose mostly 107 µM), inactives show at the top dose activity, negative = inhibition, actives largely listed as inhibitors. AID 588579, 2011. purified Pol kappa, fluorescent DNA synthesis assay, 10 min; note: potency is the fitted concentration of half-maximal effect; % is set by controls: 0 for no effect and ±100 for the full control effect
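Activity was followed as the change in fluorescence between reads at 0 and 10 min after starting the reaction with 50 nM substrate. Beforehand, 10 nM polymerase had been preincubated with compound for 15 min at room temperature.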
APE1 inh: qHTS Assay for Inhibitors of the Human Apurinic/apyrimidinic Endonuclease 1 (APE1). recombinant APE1, TAMRA/BHQ-2 abasic DNA cleavage fluorescence. 0.35% of 350,000 active. DNA repair nuclease/redox regulator APEX1 (Homo sapiens), P27695. Potency, µM (series often up to 65.8 µM), for the others: at the top dose activity change, negative = inhibition, usual class: inhibitors;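 note: potency is the fitted concentration of half-maximal effect; plate controls were vehicle for no effect and reference inhibitor for full effect; nearly all actives have a fitted effect of over 55% in size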
Target sequence (P27695 whole entry, looked up): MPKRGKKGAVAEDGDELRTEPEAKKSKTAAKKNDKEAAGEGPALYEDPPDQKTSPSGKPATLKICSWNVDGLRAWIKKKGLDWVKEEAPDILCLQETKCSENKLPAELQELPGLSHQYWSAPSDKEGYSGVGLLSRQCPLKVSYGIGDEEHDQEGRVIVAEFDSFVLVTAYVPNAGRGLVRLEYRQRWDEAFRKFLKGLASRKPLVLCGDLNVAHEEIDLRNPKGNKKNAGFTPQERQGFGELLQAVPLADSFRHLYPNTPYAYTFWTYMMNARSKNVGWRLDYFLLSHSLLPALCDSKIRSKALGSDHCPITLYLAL
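Readout is kinetic fluorescence (ex 525, em 598 nm) from cleavage of 50 nM TAMRA/BHQ-2 THF abasic duplex by 0.75 nM APE1, compound added 15 min beforehand at RT.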
Pol beta inh: qHTS Assay for Inhibitors of DNA Polymerase Beta | P06746 | Pol beta primer extension/strand displacement, fluorescence kinetic | Potency, µM (titrated, usually from 114 µM), for inactives: at the highest dose activity change, negative = inhibition, most hits filed as inhibitors | 1.3% of 340,000 active | AID 485314, 2010; note: potency is the fitted concentration of half-maximal effect; % is set by controls: 0 for no effect and ±100 for the full control effect
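Homogeneous kinetic assay of primer extension and strand displacement by 10 nM Pol beta, preincubated 15 min at room temperature with compound before 50 nM substrate (final) was added. Read at 0 and 10 min; four-parameter Hill fit.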
RXFP1 antag: qHTS Assay for Antagonists of the Relaxin Receptor RXFP1; Relaxin receptor 1 (Homo sapiens), Q9HBX9; HEK293-RXFP1, relaxin-stimulated cAMP HTRF, 30 min; active compounds read low; activity change, negative = inhibition, % at 57.5 µM; 0.59% of 350,000 active;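 active = activity change of -60% or lower, but not beyond a set lower limit; inconclusive = change between -60% and -40%, or beyond the set limit; inactive = change above -40%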; note: % is set by controls: 0 for no effect and ±100 for the full control effect
POLI inh: qHTS for Inhibitors of Polymerase Iota; DNA polymerase iota (Homo sapiens), Q9UNA4; Pol iota fluorescent replication assay, 10 min; Potency, µM (series often up to 115 µM), for the others: top-dose activity, negative = inhibition, hits mostly inhibitors; 1% of 390,000 active; note: potency is the fitted concentration of half-maximal effect
Target sequence (Q9UNA4 whole entry, looked up): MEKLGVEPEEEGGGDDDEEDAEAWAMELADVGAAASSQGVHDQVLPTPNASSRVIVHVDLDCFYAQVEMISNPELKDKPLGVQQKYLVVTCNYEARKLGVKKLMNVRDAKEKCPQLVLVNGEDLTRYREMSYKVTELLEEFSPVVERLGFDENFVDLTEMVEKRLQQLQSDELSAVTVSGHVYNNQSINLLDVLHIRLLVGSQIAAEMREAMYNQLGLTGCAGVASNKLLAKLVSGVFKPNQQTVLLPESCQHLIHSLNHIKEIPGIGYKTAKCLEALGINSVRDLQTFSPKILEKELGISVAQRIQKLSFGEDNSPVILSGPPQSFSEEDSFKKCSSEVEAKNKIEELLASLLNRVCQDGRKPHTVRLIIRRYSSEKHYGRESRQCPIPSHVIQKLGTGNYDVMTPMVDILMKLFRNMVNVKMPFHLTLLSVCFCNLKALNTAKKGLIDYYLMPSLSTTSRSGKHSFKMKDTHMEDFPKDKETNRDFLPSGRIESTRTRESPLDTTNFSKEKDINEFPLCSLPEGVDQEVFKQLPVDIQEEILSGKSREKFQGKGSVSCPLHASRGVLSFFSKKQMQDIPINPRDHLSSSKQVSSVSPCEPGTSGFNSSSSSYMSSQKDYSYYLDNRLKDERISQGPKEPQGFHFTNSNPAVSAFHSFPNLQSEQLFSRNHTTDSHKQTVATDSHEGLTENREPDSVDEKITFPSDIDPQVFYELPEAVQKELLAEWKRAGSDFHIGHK
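Fluorescent replication assay read twice, at 0 min and 10 min after adding 50 nM (final) substrate. Enzyme (10 nM) and compounds were first incubated 15 min at room temperature; enzyme-free buffer wells were negative controls.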
Pol eta inh: qHTS for Inhibitors of Polymerase Eta; DNA polymerase eta (Homo sapiens), Q9Y253; recombinant Pol eta, fluorescent DNA replication assay; Potency, µM (top dose mostly 114 µM), for inactives: at the highest dose activity change, negative = inhibition, actives largely listed as inhibitors; 1.2% of 390,000 active; note: potency is the fitted concentration of half-maximal effect; % is set by controls: 0 for no effect and ±100 for the full control effect
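Pol eta (10 nM) was preincubated with compounds for 15 min at room temperature, after which fluorescent replication substrate (50 nM final) was added to start the reaction. Fluorescence was read kinetically at 0 and 10 min.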
BLM helicase inh: qHTS Assay for Inhibitors of Bloom's syndrome helicase (BLM) | Potency, µM (titrated, usually from 56.1 µM), for inactives: at the highest dose activity change, negative = inhibition, usual class: inhibitors | recombinant BLM DNA unwinding, fluorescence dequenching | RecQ-like DNA helicase BLM (Homo sapiens), P54132 | 0.2% of 350,000 active | AID 2528, 2010;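 note: potency is the fitted concentration of half-maximal effect; plate controls were vehicle for no effect and no enzyme for full effect; nearly all actives have a fitted effect of over 35% in size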
Starred values were filed as active, the others as inactive; i = inactive; ? = inconclusive; / = not tested or not shown; [ ] = dose if it differs, or a comment. Unless noted, calls come from the whole dose curve; as a rule, active = well fitted curve in the direction sought with a large enough effect; inconclusive = small, poorly fitted or top-dose-only effect, or another doubt; inactive = no such curve, though single readings can be large; an effect the other way counts as inactive or inconclusive. Only part of the results is shown (hit frequency here may not be typical).

SMILES	Tb PGK inh	Anesthetic bind	Pol kappa inh	APE1 inh	Pol beta inh	RXFP1 antag	POLI inh	Pol eta inh	BLM helicase inh
Cc1ccc(Cl)cc1N1CCN(C(=O)c2cc(S(=O)(=O)N3CCC(C)CC3)cn2C)CC1	6%	8%	-11%[60.1 µM]	/	?	/	6%	-5%	-7%
O=C(c1cc2ccccc2o1)N(C1CC1)C1(C(=O)Nc2ccccc2)CCCC1	i	?	-5%	6%	-11%	-18	63%[activator]	-19%	-8%
Cc1ccc(OC(=O)c2cc3ccccc3o2)cc1	-2%	?	-3%	16%	10%	-7	19%	-7%	-2%
COc1cc(-n2c(=O)c3ccccc3n(CC(=O)c3ccccc3)c2=O)cc(OC)c1OC	-4%	-7%	9%	-2%	25%	12	-23%	-3%	1%
CC(C)c1ccc(OC(=O)c2cccc(S(=O)(=O)N3CCN(C)CC3)c2)cc1	-5%	?	-2%	18%	16%	-21	-11%	-13%	-2%
O=S(=O)(c1ccc(F)cc1)N1CCN(C(=S)NCCc2ccccc2)CC1	0%	-6%	-2%	-14%	9%	-22	30%	-16%	-3%
Cc1cccc(Nc2nc(NCCCN3CCOCC3)nc(N)c2[N+](=O)[O-])c1	-4%	-17%	-13%	-3%	23%	-10	6%	-21%	-4%
CCOC(=O)COc1ccc(N)cc1CC(NC(C)=O)(C(=O)OCC)C(=O)OCC	-11%	-6%	-7%[60.1 µM]	25%	4%	28	-14%	-3%	-1%
COc1ccc(C(=O)Nc2c3c(nn2-c2ccc(Cl)cc2)CS(=O)(=O)C3)cc1	5%	-2%	-19%	-12%	15%	-7	5%	-3%	-5%
COc1cc(OC)cc(C(=O)N[C@H](C(=O)Nc2nnc(C3CC3)s2)C(C)C)c1	-7%	-17%	-5%	1%	5%	5	-4%	-21%	-3%
COc1ccc(-n2c(=S)[nH]c3cc(C(=O)N4CCN(c5ccccc5)CC4)ccc3c2=O)c(OC)c1	-7%	1%	-1%	15%	4%	-7	-23%	-18%	-3%
CCOc1c(S(=O)(=O)NC2CC(C)(C)NC(C)(C)C2)ccc(Cl)c1Cl	-4%	-8%	-1%	-7%	?	6	31%[activator]	-6%	2%
Cc1ccccc1Nc1cc(C(=O)NC2CCCC2)c2ccccc2n1	i	244%[activator]	-4%	/	30%	34	-3%	3%	-1%
O=C(COc1ccccc1)Nc1ccc2c(c1)nc1n2CCSC1	-2%	-5%	5%	0%	8%	-9	-6%	-12%	-4%
Cc1ccccc1-n1nnnc1SCC(=O)Nc1ccc(S(=O)(=O)N2CCCC2)cc1	-8%	-16%	-7%	-4%	-27%	-6	0%	7%	-8%
Cc1ccc(NC(=O)CSCC(=O)NNC(=O)c2nn(C)c(=O)c3ccccc23)cc1	-6%	/	3%	3%	/	-2	30%[activator]	-9%	/
O=C(Nc1ccc(Br)cc1)/C(=C/c1cccc([N+](=O)[O-])c1)NC(=O)C1CCCCC1	-8%	-15%	-4%	-5%	0%	9	-15%	-5%	-3%
CCc1ccc2[nH]c(=O)c(C(c3nnnn3CCOC)N3CCN(c4ccc(F)cc4)CC3)cc2c1 (stereo not given)	-3%	1%	-7%	-3%	7%	-1	-2%	-14%	-4%
O=C(O)CSC1CC(=O)N(c2ccc(Br)cc2)C1=O (stereo not given)	-12%	6%	-8%	9%	-1%	7	?	-12%	0%
CCCn1nc2cc(C(=O)NCc3ccc4c(c3)OCO4)ccc2c1OCC	-9%	-4%	-1%	-9%	38%	/	18%	-9%	-3%
Cc1ccc(NC(=O)c2ccccc2NS(=O)(=O)c2ccc(F)cc2)cc1S(=O)(=O)N1CCCCC1	i	-10%	-13%	?	-1%	-15	?	-22%	-17%
Cn1cccc1C(=O)NC(=O)COC(=O)c1ccccc1Sc1ccccc1C#N	-7%	-14%	-5%	6%	-14%	2	?	-10%	-5%
O=C1C(SC(F)(F)C(F)F)=C(C(F)(F)F)OC2C3C=CC(C3)C12 (stereo not given)	2%	-14%	-6%	4%	25%	2	3%	-16%	-4%
Cc1ccccc1C(=O)Nc1cccc(NC(=O)c2cccnc2)c1	-10%	-10%	0%	13%	92%	-15	36%[activator]	-17%	-1%
COCCCNC(=O)c1ccc(-n2c(-c3ccccc3)cc3c2CCCC3)cc1	-6%	-7%	0%	/	27%	-16	?	5%	-7%
COC(=O)c1nn(-c2nc(-c3cccc(OC)c3)cc(C(F)(F)F)n2)cc1[N+](=O)[O-]	7%	-6%	-16%	-2%	-16%	-30	8%	-10%	-9%
Cc1ccc(S(=O)(=O)NC(=O)Nc2nnc(C3CC3)s2)cc1	-7%	3%	2%	2%	-20%	-9	-9%	-7%	2%
O=C(NC1=NCCS1)c1cc(Cl)ccc1Cl	5%	-14%	4%	47%[activator]	3%	3	31%	-13%	1%
Cc1ccccc1C(=O)OCc1nnc(-c2ccc(Cl)cc2)o1	i	-19%	-22%	-5%	1%	9	17%	-5%	-8%
Cc1ccc(S(=O)(=O)NNC(=O)Nc2cccc(C)c2C)c(C)c1	-1%	-8%	1%	8%	5%	3	17%	10%	-1%
Cc1ccc(NC(CC(=O)c2ccccc2)C(=O)O)cc1Cl (stereo not given)	-7%	-5%	-13%	19%	0%	0	?	31%[activator]	-6%
CC1CCN(C(=O)CN(C)S(=O)(=O)c2cccc3nsnc23)CC1	3%	-12%	-5%	-2%	29%	-3	19%	0%	4%
COc1ccc2[nH]c3c(c2c1)CCN1C(=O)C(CC(=O)NC(C)(C)C)C[C@H](C(=O)N2CCCCC2)[C@@]31C (stereo not given in full)	-3%	/	3%	2%	/	/	-2%	-10%	/
COc1ccccc1-n1c(SCC(=O)O)nnc1-c1ccc(S(=O)(=O)N2CCCCC2)cc1	i	-15%	-12%	3%	1%	0	-1%	-8%	0%
COc1cc(NC(=O)c2ncn[nH]2)cc(OC)c1OC	-10%	35%[activator]	-16%	-3%	21%	-10	56%[activator]	-16%	-11%
O=C(NN1C(=O)NC2(CCCCC2)C1=O)c1ccc(-c2ccc(Cl)cc2)o1	-3%	/	-19%	-11%	/	3	13%	-9%	/
Cc1nnc(SCCn2c(N3CC(C)CC(C)C3)nc3c2c(=O)n(C)c(=O)n3C)s1 (stereo not given)	-9%	-13%	-9%	1%	-30%	2	16%	1%	0%
Clc1ccccc1Cn1nnc2c(Nc3ccccc3)ncnc21	3%	-22%	-13%	-2%	4%	-2	6%[58.9 µM]	-11%	-6%
Cc1nc(N2CCOCC2)nc(OC(C)C)c1[N+](=O)[O-]	-11%	-9%	4%[60.1 µM]	-1%	-29%	-11	-15%	2%	-3%
Cc1c(Cl)cccc1NC(=S)NC1CCN(Cc2ccccc2)CC1	-15%	-10%	-8%	-3%	19%	-6	2%	-5%	1%
COc1cc(NS(=O)(=O)c2ccc(NS(=O)(=O)c3ccccc3)cc2)nc(OC)n1	i	-11%	-19%	0%	11%	-14	3%	-4%	2%
OCCCn1c(CCNc2nc(-c3ccc(Cl)cc3)cs2)nc2cc(C(F)(F)F)ccc21	-2%	/	-11%	/	/	/	10%	-23%	/
CN(C)S(=O)(=O)N1CCN(c2ccnc3cc(Cl)ccc23)CC1	i	1%	9%	6%	15%	-3	55%[activator]	-5%	3%
O=C(CSc1nnc(Cc2ccc(Cl)cc2)o1)Nc1ccccc1	-6%	?	-2%	7%	38%	6	3%	-15%	-7%
CCN(CC)C(=O)c1sc2c(c1C)c(=O)n(Cc1ccccc1)c(=O)n2Cc1ccccc1C	-10%	56%[activator]	2%[60.1 µM]	/	0%	-12	2%	-14%	-8%

3 compounds from above, ordered by molar mass, descending:
SMILES	Tb PGK inh	Anesthetic bind	Pol kappa inh	APE1 inh	Pol beta inh	RXFP1 antag	POLI inh	Pol eta inh	BLM helicase inh
CCN(CC)C(=O)c1sc2c(c1C)c(=O)n(Cc1ccccc1)c(=O)n2Cc1ccccc1C	-10%	56%[activator]	2%[60.1 µM]	/	0%	-12	2%	-14%	-8%
Cc1nnc(SCCn2c(N3CC(C)CC(C)C3)nc3c2c(=O)n(C)c(=O)n3C)s1 (stereo not given)	-9%	-13%	-9%	1%	-30%	2	16%	1%	0%
O=C(NN1C(=O)NC2(CCCCC2)C1=O)c1ccc(-c2ccc(Cl)cc2)o1	-3%	/	-19%	-11%	/	3	13%	-9%	/

(listing goes on)
SMILES	Tb PGK inh	Anesthetic bind	Pol kappa inh	APE1 inh	Pol beta inh	RXFP1 antag	POLI inh	Pol eta inh	BLM helicase inh
CCOC(=O)N1CCC(NC(=O)CCc2ccccc2)CC1	i	-5%	-7%	-6%	23%	0	14%	-14%	4%
C/C(N)=C(/C#N)C(=O)CSc1nc2ccccc2n1CC(C)C	1%	-5%	-10%	-5%	-7%	-8	87%[activator]	14%	-13%
O=C(NCc1ccco1)c1cccc(N2CCCC2=O)c1	-1%	-8%	-14%	1%	3%	12	-2%	4%	-1%
CCN1C(=O)CC(N2CCOCC2)C1=O (stereo not given)	-3%	-4%	0%	1%	3%	-2	2%	-13%	0%
COc1ccc(CNC(=O)c2ccc(Br)s2)cc1OC	-2%	-16%	-4%	28%	7%	2	-1%	-15%	-4%
Cc1cccc[n+]1CC(=O)c1ccc(Cl)cc1	2%	/	-11%	/	/	10	-16%	-3%	/
Cc1ccc(-c2nc3c(Cl)cc(Cl)cc3c(=O)n2O)cc1	-1%	4%	10%	-14%	9%	-1	18%	-8%	0%
